# ER stress rescue: rescue of cells from ER stress-induced death, primary screen, 384-well, CSM14.1, thapsigargin, ATP luminescence (AID 1222) | one-dose cellular ATP content (survival), % at 20 µM; EC50 in µM for titrated hits | CSM14.1 thapsigargin-induced death rescue, ATP luminescence; higher % means a stronger effect | 190,000 tested, under 10 active;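 active = EC50 below 50 µM in the dose-response confirmation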;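 note: death triggered by thapsigargin at about 15 µM added after 2 h compound pretreatment; cell ATP read after overnight thapsigargin exposure of roughly 18 to 22 hours; normalized against plate controls of thapsigargin alone and 5% DMSO vehicle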
# Yfh1-off respiration: enhancers of respiration in Yfh1-depleted yeast, dose response, Friedreich's ataxia, plus single-dose screen (AID 1465) | S. cerevisiae Yfh1-off respiration, WST-1 reduction, 72 h; higher fold induction means a stronger effect | fold induction at 50 µM; hits with a dose series show EC50 in µM | actives 0.074% (n = 220,000);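 active = fold induction of absorbance versus untreated yeast above a set limit, then at least 30% activation at any dose in follow-up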;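 note: activators that raise dye reduction in frataxin-depleted yeast; strong numbers were not always called active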
# KOR beta-arrestin-1: KOR antagonists, beta-arrestin recruitment, cell-based, luminescence, uHTS (AID 1778); KOR beta-arrestin recruitment, luminescence, antagonist mode; higher % means a stronger effect; inhibition, % at 10 µM; hits with a dose series show IC50 in µM; Kappa-type opioid receptor (Homo sapiens); actives 0.091% (n = 290,000); note: strong numbers were not always called active
# GPR55 activation: GPR55 agonists via beta-arrestin recruitment, primary screen, imaging, U2OS cells, beta-arrestin-GFP redistribution (AID 1961); U2OS GPR55 beta-arrestin-GFP redistribution imaging; higher % means a stronger effect; activation, % at 10 µM, or EC50 in µM where a hit was titrated; actives 0.048% (n = 290,000);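 active = activation above 40% with more than 50 cells counted in the well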;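 note: U2OS osteosarcoma cells stably expressing GPR55 and beta-arrestin-GFP; plate controls were DMSO negative control for no effect and LPI positive control for full effect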
# KOR beta-arrestin-2: KOR agonists, beta-arrestin recruitment, primary screen, cell-based, luminescence, uHTS (AID 1777) | Kappa-type opioid receptor (Homo sapiens) | KOR beta-arrestin recruitment, luminescence; higher % means a stronger effect | activation, % at 10 µM; hits with a dose series show EC50 in µM | actives 0.02% (n = 280,000); in the data active = activation above about 50%, passing the limit was not always enough; note: a part of the inactive calls stands beside numbers as strong as those of hits
# TNAP activation fold: human TNAP enzyme activators, primary screen, biochemical, luminescent, no phosphate acceptor, uHTS (AID 1001); one-dose activation fold at 20 µM; EC50 in µM for titrated hits; actives 0.03% (n = 200,000); purified TNAP, luminescent activation assay, no phosphate acceptor; higher activation fold means a stronger effect; in the data active = activation fold from about 3, or a potency from the dose series; inactive = the rest, 99 in 100 with activation fold below about 1.6; note: many of its hits are not listed in these tables
# NOD2 inhibition: NOD2 signaling inhibitors, cell-based, luminescence, uHTS, HEK293 (AID 1566); inhibition, % at 4 µM, or EC50 in µM where a hit was titrated; actives 0.63% (n = 290,000); HEK293 NOD2/NF-kB luciferase reporter, luminescence; higher % means a stronger effect; note: many of its hits are not listed in these tables
# NOD1 inhibition: NOD1 signaling inhibitors, primary screen, cell-based, luminescence, uHTS (AID 1578) | NOD1-driven NF-kB luciferase reporter cells, luminescence; higher % means a stronger effect | actives 1% (n = 290,000) | inhibition, % at 4 µM; hits with a dose series show EC50 in µM; in the data active = inhibition mostly above about 36%, no sharp cut-off; inactive = mostly below about 34%;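 note: HEK-293T reporter cells stimulated with the NOD1 agonist gamma-tri-DAP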
# NTR1 agonist: agonists of NTR1, primary screen, imaging, U2OS cells, beta-arrestin-GFP, high content (AID 493036); NTR1-U2OS beta-arrestin-GFP spot imaging, agonist mode; Neurotensin receptor type 1 (Homo sapiens), P30989; activation, % at 20 µM; actives 0.17% (n = 330,000);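 active = activation at or above 40% of the spot to cytoplasm intensity ratio, with at least 20 cells analyzed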;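 note: 0% = DMSO without peptide and 100% = 100 nM NTR1 peptide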
# Target sequence (P30989 whole entry, looked up): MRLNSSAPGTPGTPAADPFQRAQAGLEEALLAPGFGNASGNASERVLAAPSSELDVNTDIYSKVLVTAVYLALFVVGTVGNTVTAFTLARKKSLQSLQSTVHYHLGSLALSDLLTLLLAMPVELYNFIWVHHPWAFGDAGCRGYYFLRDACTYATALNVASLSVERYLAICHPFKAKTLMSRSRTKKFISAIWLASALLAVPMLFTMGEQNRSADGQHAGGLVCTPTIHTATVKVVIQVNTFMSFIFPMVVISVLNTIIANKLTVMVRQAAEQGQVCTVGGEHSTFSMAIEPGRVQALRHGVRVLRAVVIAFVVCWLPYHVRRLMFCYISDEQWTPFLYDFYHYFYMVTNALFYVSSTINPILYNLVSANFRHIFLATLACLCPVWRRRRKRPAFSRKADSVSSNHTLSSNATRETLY
# NTR1 agonist cell count 20 µM: recorded beside NTR1 agonist, whose call it bears; cell count; measured here: cell count, cytotoxicity flag
# The depositor's hits bear a star; i = inactive; . = not tested or not shown; [ ] = dose if it differs, or a comment. Cut-off read from the data, not from the text of the source, unless noted: active = inhibition above about 50%; inactive = the rest. These rows are one share of the data (hit frequency here may not be typical).
SMILES,ER stress rescue,Yfh1-off respiration,KOR beta-arrestin-1,GPR55 activation,KOR beta-arrestin-2,TNAP activation fold,NOD2 inhibition,NOD1 inhibition,NTR1 agonist,NTR1 agonist cell count 20 µM
C#C[C@]1(O)CC[C@H]2[C@@H]3CCc4cc(OC5CCCC5)ccc4[C@H]3CC[C@@]21C,-5.1%,i,0%,-0.5%,-1.6%,1.1,24%,-6%,17,42
Cc1ccc(NC2CCCN(C(=O)CCc3scnc3C)C2)cc1C (configuration not stated),.,.,22%,-0.1%,4.4%,.,2%,-12%,-1.0,74
Cc1ccc(/C(C#N)=C\c2cn(C)c3ccccc23)cc1,.,i,16%,-0.1%,0.0%,1,-25%,-44%,7.3,46
CC(C)CC(C(=O)N1CCc2ccccc2C1)N1C(=O)c2ccccc2C1=O (configuration not stated),1.7%,i,-13%,-0.1%,-3.9%,1,-7%,5%,3.0,47
Oc1ccccc1N1CCN(C(=S)NCCc2ccccc2)CC1,-1.7%,i,30%,-0.2%,-2.3%,0.7,-7%,-34%,0.1,39
Cc1ccc(-c2nc3cccnc3s2)cc1NS(=O)(=O)c1ccc2c(c1)OCCO2,0.3%,i,-37%,-0.3%,1.2%,1,.,.,0.1,62
COc1ccc(/C=C/C(=O)Nc2ccc(OC)cc2[N+](=O)[O-])cc1,-1.1%,i,14%,0.1%,14%,1,12%,-38%,2.8,49
O=C(NCc1cccnc1)c1ccccc1-c1ccccc1,0.3%,i,17%,-0.1%,-4.0%,1.1,1%,-38%,-1.2,48
CC(C)(C)C(=O)Nc1ccccc1C(=O)Nc1ccncc1,0.7%,i,2%,0.1%,-6.2%,1.1,-4%,-32%,-1.7,59
O=C(O)c1cccc(NC(=O)C2C3C=CC(C3)C2C(=O)OCC(F)(F)C(F)F)c1 (configuration not stated),.,i,20%,-0.1%,-2.9%,1.1,8%,-20%,-1.0,56
COc1ccc(CC(=O)NCC2CCCN(Cc3cccc(SC)c3)C2)cc1 (configuration not stated),.,.,0%,-0.1%,-0.3%,.,-8%,-24%,-0.9,60
CCC(NS(=O)(=O)c1ccc2c(c1)NC(=O)C(C)C(=O)N2)c1cccs1 (configuration not stated),.,.,12%[20 µM],0.5%,-3.9%,.,0%,-17%,-2.2,46
COc1ccc(C(CC(=O)O)NC(=O)c2cccs2)cc1 (configuration not stated),.,i,-2%,-0.1%,-3.1%,1.1,3%,-11%,1.4,63
CSc1ccccc1NC(=O)CSc1nnc(Cc2ccccc2)o1,.,.,-60%,0.3%,-0.3%,.,-24%,-31%,0.9,53
Cc1ccc(S(=O)(=O)NCC(=O)OCc2csc(-c3ccccc3)n2)cc1,-1.0%,i,-8%,0.6%,-1.1%,0.8,-14%,-22%,2.1,79
CC1CN(C2=NC(=O)/C(=C3/C(=O)N(Cc4ccc(F)cc4)c4ccccc43)S2)CC(C)O1 (configuration not stated),.,i,-10%,0.2%,2.9%,.,21%,-9%,2.0,50
CCOC(=O)Cn1cc(C(=O)C(C)(C)C)c2ccccc21,0.2%,i,-37%[20 µM],-0.1%,.,1,-2%,-10%,2.9,40
O=C(Nc1cccc(Cl)c1)N1CCCC1,0.3%,i,19%,0.0%,-3.1%,1.1,-11%,-24%,-0.2,70
O=C(Nc1cnn(Cc2ccc(Cl)c(Cl)c2)c1)c1nc2ncccn2n1,-0.4%,i,10%,-0.1%,-3.2%,1.1,-17%,-33%,0.5,44
CC(=O)c1c(C)nc2ccccn12,-2.4%,.,13%,0.0%,0.0%,1.1,9%,.,0.5,49
Cc1cc(NC(=O)Nc2ccc(F)cc2F)n(C)n1,-1.9%,i,-31%,0.2%,8.9%,1,-25%,21%,-2.0,78
CC1CCCC(C)N1/N=C/c1cc(Br)c(O)c(Br)c1 (configuration not stated),-2.4%,i,2%,0.8%,-3.5%,1.1,8%,-1%,0.5,49
CC(C)CCNc1ncnc2c1nnn2Cc1ccccc1,.,.,-31%[20 µM],0.5%,2.3%,.,5%,-1%,2.0,54
CN(C)S(=O)(=O)c1ccc2c(c1)nc(CCC(=O)NCC1CCCCC1)n2C,0.0%,i,12%,0.3%,-3.7%,1.1,18%,5%,-1.9,82
O=C(NCCc1c[nH]c2ccccc12)/C(=C/c1cccnc1)NC(=O)c1cccs1,1.8%,i,4%,-0.2%,0.8%,1,17%,-25%,-0.5,40

# Entries from the list above with four or more nitrogen atoms:
SMILES,ER stress rescue,Yfh1-off respiration,KOR beta-arrestin-1,GPR55 activation,KOR beta-arrestin-2,TNAP activation fold,NOD2 inhibition,NOD1 inhibition,NTR1 agonist,NTR1 agonist cell count 20 µM
O=C(Nc1cnn(Cc2ccc(Cl)c(Cl)c2)c1)c1nc2ncccn2n1,-0.4%,i,10%,-0.1%,-3.2%,1.1,-17%,-33%,0.5,44
Cc1cc(NC(=O)Nc2ccc(F)cc2F)n(C)n1,-1.9%,i,-31%,0.2%,8.9%,1,-25%,21%,-2.0,78
CC(C)CCNc1ncnc2c1nnn2Cc1ccccc1,.,.,-31%[20 µM],0.5%,2.3%,.,5%,-1%,2.0,54
CN(C)S(=O)(=O)c1ccc2c(c1)nc(CCC(=O)NCC1CCCCC1)n2C,0.0%,i,12%,0.3%,-3.7%,1.1,18%,5%,-1.9,82
O=C(NCCc1c[nH]c2ccccc12)/C(=C/c1cccnc1)NC(=O)c1cccs1,1.8%,i,4%,-0.2%,0.8%,1,17%,-25%,-0.5,40

# More records:
SMILES,ER stress rescue,Yfh1-off respiration,KOR beta-arrestin-1,GPR55 activation,KOR beta-arrestin-2,TNAP activation fold,NOD2 inhibition,NOD1 inhibition,NTR1 agonist,NTR1 agonist cell count 20 µM
CC(C)CN(C(=O)COC(=O)c1cccn1C)c1c(N)n(Cc2ccccc2)c(=O)[nH]c1=O,.,.,13%,-0.1%,1.6%,.,8%,-6%,1.0,40
Cn1c(N)c(C(=O)COC(=O)C23CC4CC(CC(C4)C2)C3)c(=O)n(C)c1=O,-1.1%,i,-8%,0.2%,-1.3%,1,-4%,2%,1.4,25
CCCc1[nH]nc2c1C(c1ccncc1)C(C#N)=C(N)O2 (configuration not stated),-1.2%,i,16%,-0.1%,1.8%,0.9,18%,23%,0.2,57
CCCn1c(=N)n(CC(O)c2ccc(C)cc2)c2ccccc21 (configuration not stated),.,i,14%,-0.1%,1.1%,.,10%,-1%,0.1,47
Cc1nn(-c2ccccc2)c(Cl)c1C(=O)Nc1ccccc1,0.6%,i,-15%,-0.1%,-0.8%,1.1,-15%,1%,1.1,74
CCCSc1nnc2c(n1)OC(c1cccn1C)N(C(C)=O)c1ccccc1-2 (configuration not stated),-0.3%,i,23%,-0.1%,0.9%,1.2,2%,4%,-0.5,51
O=C1C(Cl)=C(NC(=O)c2ccccc2)C(=O)C(Cl)=C1NC(=O)c1ccccc1,.,.,-18%,0.0%,-4.1%,.,20%,3%,18,89
CCCNC(=O)COc1coc(CN2CCN(c3ccccc3OC)CC2)cc1=O,.,.,-33%,-0.1%,3.6%,.,-3%,17%,-0.8,66
CC(NC(=S)Nc1ccc(F)cc1)c1ccccc1 (configuration not stated),.,.,-12%,0.2%,1.2%,.,3%,-17%,1.1,75
CC(=O)c1cccc(NC(=O)CN(c2cccc(F)c2)S(C)(=O)=O)c1,.,i,-58%,-0.1%,-4.4%,1.1,-4%,-8%,0.1,59
CCN=C1SC(CC(=O)NCCc2ccc(OC)c(OC)c2)C(=O)N1CC (configuration not stated),-1.6%,i,25%,-0.1%,5.1%,1.1,15%,15%,-1.8,66
Cc1ccc(NS(=O)(=O)c2c(C(=O)N3CCOCC3)c(C)n(C)c2C)cc1C,.,.,-3%,-0.3%,-4.8%,.,14%,-28%,1.0,70
Cc1ccc(C(=O)c2coc3cc([N+](=O)[O-])c(O)c([N+](=O)[O-])c23)cc1,-2.9%,i,-32%,-0.2%,-2.2%,1,12%,21%,0.3,56
C=CCN1C(=O)C(CC(=O)O)SC1=Nc1cccc([N+](=O)[O-])c1 (configuration not stated),-2.3%,i,-9%,-0.4%,5.0%,1,9%,12%,0.6,63
Cc1cc2ncn(CC3CC3(Cl)Cl)c2cc1C (configuration not stated),0.3%,i,5%,-0.1%,-1.6%,1.1,-5%,15%,2.9,86
CCOc1ccc(OCC(=O)Nc2ccc(S(=O)(=O)Nc3cc(C)nc(C)n3)cc2)cc1,-2.0%,i,26%,0.0%,-3.8%,1.1,-4%,-26%,-0.3,38
O=C(CSc1nccc(=O)[nH]1)Nc1cccc2ccccc12,.,.,26%,0.2%,-1.8%,.,11%,-3%,-0.4,38
CSc1nc2ccccc2n1Cc1cccc(F)c1,.,i,-5%,-0.1%,-3.4%,1.1,0%,-16%,0.1,62
Cc1ccc(-c2nn3c(C)nnc3s2)cc1NC(=O)c1cccs1,0.0%,i,-19%,-0.1%,4.2%,1.1,8%,8%,0.0,68
COc1cc(Cl)c(CN2CCCC(CO)(Cc3ccccc3)C2)cc1OC (configuration not stated),.,.,-9%[20 µM],-0.2%,-6.4%,.,9%,5%,1.9,56
CCOC(=O)c1sc(NC(=O)CSc2nnc(C(C)C)n2C)nc1C,0.1%,i,13%,2.8%,-3.8%,1.1,14%,-11%,1.0,71
O=C(NCc1ccco1)NCC(F)(F)F,-2.7%,i,-21%,-0.1%,-1.6%,1,0%,3%,0.3,68
O=C(O)CSc1nnc(-c2ccc(S(=O)(=O)N3CCCC3)cc2)n1Cc1ccco1,0.6%,i,20%,0.3%,-6.7%,0.9,-4%,-12%,-0.6,64
COc1ccccc1/C=N/n1c(C)nnc1-n1nc(C)cc1C,-0.8%,i,-7%,-0.1%,-0.3%,1.2,12%,-13%,0.4,47
CC(Oc1cccc(Cl)c1)C(=O)Nc1ccncc1 (configuration not stated),-0.6%,i,-28%[20 µM],-0.1%,.,1.1,27%,16%,-0.8,67
Cc1ccc(C)c(NC(=S)NNC(=O)c2ccco2)c1,-0.1%,i,-3%,0.0%,-2.0%,1.1,-1%,-6%,0.3,53
CC(C)c1ccc(/C=C2\SC(=S)N(CCC(=O)N3CCCCC3CCO)C2=O)cc1 (configuration not stated),.,.,-35%,0.0%,0.7%,.,10%,9%,22,64
Cc1ccc(CS(=O)Cc2ccc(C(=O)N3CCOCC3)o2)cc1 (configuration not stated),.,.,13%,-0.2%,6.2%,.,13%,-9%,-0.5,66
Cc1cc(C)cc(N(CC(=O)NCCSCc2ccccc2)S(C)(=O)=O)c1,0.2%,i,-24%[20 µM],-0.1%,.,1.1,6%,-24%,-0.9,36
Cc1cc(C)cc(NC(=O)c2ccc(NC(=O)c3ccco3)cc2)c1,.,.,12%,-0.1%,0.0%,.,24%,-14%,0.6,59

# Assay outcomes: PubChem, several laboratories
